Bioassay records deposited in PubChem by The Scripps Research Institute Molecular Screening Center.
SRC1 TRFRET art = counter-screen for PPARgamma SRC-1 recruitment agonists: TR-FRET artefact. AID 1051. TR-FRET ratio at 8 µM. 0.34% of 99,000 active. TR-FRET detection artefact counter-screen, emission ratio; hits give high values; in the data active = TR-FRET ratio above about 2300; note: inactives centre near 1800; reference of the scale not given here
SRC3 TRFRET art = TR-FRET artefact, counter-screen to PPARgamma/SRC-3 agonist assay; PPARgamma/SRC-3 format; hits give high values; TR-FRET ratio at 8 µM; 0.39% of 99,000 active; in the data active = TR-FRET ratio above about 2000; note: inactives centre near 1600; reference of the scale not given here
* = called active by the depositor.

SMILES	SRC1 TRFRET art	SRC3 TRFRET art
O=C(NCc1cccs1)c1cccnc1Cl	1923	1612
COc1ccc(Cc2nnc(SCc3ccc([N+](=O)[O-])cc3)o2)cc1	1942	1958
O=C1CCCc2ccccc2N1Cc1ccccc1	1864	1472
COc1cc2c3nnc(-c4ccccc4)c-3cn(Cc3ccc(F)cc3)c2cc1OC	1865	1767
Cc1cc(N)n2nc(C(F)(F)F)nc2n1	1744	1366
CS(=O)(=O)c1cccc(NC(=O)C2CC2)c1	1801	1556
O=C(Nc1nnc(Cc2ccccc2)s1)c1cnccn1	1771	1616
N#C/C(=C\c1cccs1)C(=O)NCc1ccccc1	1775	1475
NC(=O)CSc1nnc2ccc(-c3ccco3)nn12	1691	1785
OCCC1CN(C2CSCCSC2)CCN1Cc1ccccc1 (centres undefined)	1675	1774
O=C1c2ccccc2C(=O)N1CCCCN(C(=O)c1cc([N+](=O)[O-])ccc1Cl)c1ccc(Cl)cc1	1839	1647
CC(C)CCN1CCN(Cc2cn[nH]c2C2CCCCC2)CC1CCO (centres undefined)	1829	1572
COCc1cc(C)nc(N/N=C/c2ccc(Cl)c(Cl)c2)c1C#N	1999	1557
CC1CCN(C(=O)Oc2ccccc2)CC1	1652	1589
CC(C)C(NC(=O)c1ccc(F)cc1)C(=O)OCC(=O)N1CC(=O)Nc2ccccc21 (centres undefined)	1736	1678
CNC(=O)COC(=O)/C=C/c1ccco1	1931	1533
O=S(=O)(c1ccc(OCC(O)CNC23CC4CC(CC(C4)C2)C3)c(Cl)c1)N1CCOCC1 (centres undefined)	1798	1628
CC(C)OCCCn1c(-c2ccc(Br)cc2)c[nH]c1=S	1759	1434
Cc1ccc(S(=O)(=O)Oc2cccc(/C=N/n3cnnc3)c2)cc1	1785	1411
CN1CCN(Cc2nc(Cc3cccc(F)c3)no2)CC1c1ccccc1 (centres undefined)	1760	1600
Cc1sc2ncnc(Sc3ccccc3C(=O)Nc3ccc(Br)cc3)c2c1C	2006	1630
OCCN1CCN(C(=S)Nc2ccc(Oc3ccccc3)cc2)CC1	1522	1317
CC(=O)c1c(C)[nH]c(-c2ccccc2)c1C	1754	1541
CC1CN(C(=O)c2cc3ccccc3oc2=O)CC(C)O1 (centres undefined)	1633	1445
COc1ccc(CNC(=O)COC(=O)/C=C/c2ccco2)cc1	1606	1585

(next part)
SMILES	SRC1 TRFRET art	SRC3 TRFRET art
COc1ccc(-c2nnc(Nc3nc4c(OC)cccc4s3)o2)c(OC)c1	1704	1597
CCn1c(SCC(=O)NCc2ccccc2)nc2nc3c(cc2c1=O)CCCC3	1698	1443
CCNC(=S)Nc1cc(OCC)c(NC(=O)c2cccs2)cc1OCC	1891	1686
O=C(NCCN1CCOCC1)c1sc2ccccc2c1Cl	1858	1576
COC(=O)c1ccc(Cn2nc(C)c([N+](=O)[O-])c2C)o1	1838	1544
N#Cc1ccc(CSc2nnc(-c3ccncc3)o2)cc1	1710	1635
COc1ccc(CC(=O)Nc2ccc(C(=O)Nc3ccccc3C(=O)O)cc2)cc1OC	1557	1744
Cn1c(=O)[nH]c(=O)c2c1nc(N1CCCCCC1)n2CCSc1nc2ccccc2o1	1965	1430
O=C(COC(=O)/C=C/c1ccccc1Cl)NCc1ccco1	1505	1428
COc1ccccc1CC(=O)Nc1ccc2c(c1)C(=O)NC2=O	1558	1355
N#Cc1ccccc1NC(=O)COC(=O)CCc1ccc(S(=O)(=O)N2CCCCC2)cc1	1832	1575
COc1ccc(-n2c(C)cc(/C=C3\C(=O)NN(c4ccccc4)C3=O)c2C)cc1	1608	1564
COCc1cc(C)nc(SCC[N+](C)(C)CC(=O)c2ccccc2)c1C#N	1672	1743
CCc1ccccc1N/C(=N\S(=O)(=O)c1ccccc1)C(F)(F)F	2105	1444
CN(C)CCN1C(=O)C2C3C=CC(C3)C2C1=O (centres undefined)	1775	1650
Cc1[nH]c2ccccc2c1C(=O)CSc1nc2ncc(Cl)cc2[nH]1	1667	1968
CC(=O)Oc1ccc(C(c2ccc(OC(C)=O)cc2)c2ccccn2)cc1	1563	1444
COc1ccc(CNC(=O)CNS(=O)(=O)c2ccc(Cl)cc2)cc1	1870	1511
Cc1c(-c2ccccc2)[nH]n2c(=O)c3c(nc12)CCCC3	1847	1630
O=S(=O)(c1ccc(F)cc1)N1CCC(N2CCCC2)CC1	1764	1643
Cc1cccc(NC(=O)c2n[nH]c([N+](=O)[O-])c2Br)c1C	1842	1410
CCN1CCN(CCNC(=O)c2ccc(/C=C3/Sc4ccccc4N(Cc4cccc(C)c4)C3=O)cc2)CC1	1650	1535
Cc1cccc(N2CCN(S(=O)(=O)c3cccc4nonc34)CC2)c1C	1582	1567
CCOC(=O)c1cnn(CCOC(=O)c2ccc(F)cc2)c1NC(=O)c1ccc(F)cc1	1675	1384
CCOc1ccc(C(=O)c2cnc3ccccc3c2N2CCN(CC)CC2)cc1	1728	1412

Gathered by group, the entries above containing a Cl atom
SMILES	SRC1 TRFRET art	SRC3 TRFRET art
O=C(NCc1cccs1)c1cccnc1Cl	1923	1612
O=C1c2ccccc2C(=O)N1CCCCN(C(=O)c1cc([N+](=O)[O-])ccc1Cl)c1ccc(Cl)cc1	1839	1647
COCc1cc(C)nc(N/N=C/c2ccc(Cl)c(Cl)c2)c1C#N	1999	1557
O=S(=O)(c1ccc(OCC(O)CNC23CC4CC(CC(C4)C2)C3)c(Cl)c1)N1CCOCC1 (centres undefined)	1798	1628
O=C(NCCN1CCOCC1)c1sc2ccccc2c1Cl	1858	1576
O=C(COC(=O)/C=C/c1ccccc1Cl)NCc1ccco1	1505	1428
Cc1[nH]c2ccccc2c1C(=O)CSc1nc2ncc(Cl)cc2[nH]1	1667	1968
COc1ccc(CNC(=O)CNS(=O)(=O)c2ccc(Cl)cc2)cc1	1870	1511

The main list resumes; the four compounds before the break are reprinted first.
SMILES	SRC1 TRFRET art	SRC3 TRFRET art
CCN1CCN(CCNC(=O)c2ccc(/C=C3/Sc4ccccc4N(Cc4cccc(C)c4)C3=O)cc2)CC1	1650	1535
Cc1cccc(N2CCN(S(=O)(=O)c3cccc4nonc34)CC2)c1C	1582	1567
CCOC(=O)c1cnn(CCOC(=O)c2ccc(F)cc2)c1NC(=O)c1ccc(F)cc1	1675	1384
CCOc1ccc(C(=O)c2cnc3ccccc3c2N2CCN(CC)CC2)cc1	1728	1412
O=C(/C=C/c1ccccc1)N1CCN(S(=O)(=O)c2ccc(F)cc2)CC1	1999	1663
CCO[C@H]1OC(C(=O)N2CCN(Cc3ccc4c(c3)OCO4)CC2)=C[C@@H](C(C)(C)C)[C@@H]1CCCO	1809	1677
FC(F)(F)c1cccc(-c2ccn3ncnc3n2)c1	1832	1524
COCCOC(=O)C1=C(C)Nc2cc(=O)[nH]c(=O)n2C1c1cccc([N+](=O)[O-])c1 (centres undefined)	1682	1466
Cc1c(C(=O)NCc2ccc3c(c2)OCO3)oc2ccc(S(=O)(=O)N3CCCC3)cc12	2288	1590
CC(C)C/C=C1\CCc2c([nH]c3ccccc23)C1=O	1919	1720
O=C(CSc1cccc[n+]1[O-])c1cccs1	1680	1446
Cc1cc(NC(=O)CSc2nncc(=O)n2N)no1	2004	1435
C/C(CC(=O)NC(C)C)=N\NC(=O)COc1cc(C)c(Br)cc1Br	1677	1546
CCOC(=O)C1CCCN(C(=S)NC2CCCC2)C1 (centres undefined)	1891	1613
CC(=O)c1ccc(NC(=S)Nc2ccc3[nH]c(=O)[nH]c3c2)cc1	1940	1728
Cc1ccc(C)c(C(=O)COC(=O)c2cccc(N3C(=O)c4c(C)nc5ccccc5c4C3=O)c2)c1	2029	1724
CN(c1ccccc1)S(=O)(=O)c1cccc(C(=O)NNC(=O)c2ccccc2)c1	1950	1608
Cc1ccc(SCC(=O)N2CCOCC2)cc1	2037	1350
CCN(CC)c1ccc(/C=N/NC(=S)NCc2ccco2)cc1	1764	1577
O=C(NCc1ccccn1)c1nnc(Cc2ccc(Cl)cc2)o1	1904	1647
Cc1c(C(=O)c2cccc(F)c2)c2ccccn2c1CCC#N	2029	1410
CC[N+](CC)(CC#Cc1ccccc1)CC(=O)c1ccc(Cl)cc1	1802	1669
O=C(CSc1nnc(Cc2cc(=O)[nH]c(=O)[nH]2)n1-c1ccc(Cl)cc1)N1CCc2ccccc21	1600	1615
Cc1ccccc1NC(=O)c1cn(-c2ccccc2)nc1-c1ccccc1	1913	1422
O=C1NC(=O)C2(COC(c3ccncc3)OC2)S1 (centres undefined)	1501	1344
COc1cccc(NC(=S)/C(=C(\[O-])c2cc(C)n(-c3ccccc3F)c2C)[n+]2ccc(N(C)C)cc2)c1	1675	1605
Cc1cc(C)n2nc(SCc3nnc(-c4cccs4)o3)nc2n1	1740	1633
S=c1[nH]c(-c2ccc(Br)cc2)cn1CCc1ccccc1	1753	1575
CCC(C)NCCOc1cccc(Br)c1 (centres undefined)	1747	1592

The listing continues.
SMILES	SRC1 TRFRET art	SRC3 TRFRET art
O=C1ON=C(c2ccccc2)/C1=C/c1ccc(OS(=O)(=O)c2ccccc2)cc1	1525	1618
O=C(OCC(=O)N1CCCC1=O)C1COc2ccccc2O1 (centres undefined)	1896	1684
O=C1CC(N2CCOCC2)C(=O)N1c1cc(Cl)cc(Cl)c1 (centres undefined)	1773	1558
CN(C(=O)c1ccncc1)c1nnc(-c2ccncc2)s1	1890	1548
Cc1ccc(Nc2ccc(S(=O)(=O)N3CCOCC3)cc2[N+](=O)[O-])c(C)c1	1975	1571
O=C(CNC(=O)c1ccc2ccccc2c1)OCC(=O)N1CCN(S(=O)(=O)c2ccc3ccccc3c2)CC1	1676	1724
COc1ccc(-n2c(=O)c(CCC(=O)N(C)Cc3ccccc3C)nc3ccccc32)cc1	1639	1442
COc1ccccc1NC(=O)N1CCCC1	1838	1484
Cc1cccc(OCCNC(=S)NC(=O)c2cccnc2)c1	1735	1413
Cc1cccc2cc(CN(CC3CCCO3)C(=S)NCc3ccco3)c(=O)[nH]c12 (centres undefined)	1485	1604
COc1ccc(C(=O)NCC(=O)OCc2ccc(Br)cc2)cc1	1763	1730
COCc1nc2ccccc2n1Cc1c(F)cccc1Cl	1781	1917
CCOc1ccc(N2C(=O)CC(N3CC(C)OC(C)C3)C2=O)cc1 (centres undefined)	1714	1574
COc1cc(N2CN=c3s/c(=C\c4ccccn4)c(=O)n3C2)cc(OC)c1OC	1705	1397
CCOC(=O)c1ccc(-n2ccnc2)c(NC(=O)c2ccc(C(C)(C)C)cc2)c1	1593	1542
COc1ccc(N2C(=O)CC(Sc3ccccc3C(=O)O)C2=O)c([N+](=O)[O-])c1 (centres undefined)	1852	1483
COCc1nc(-c2cc(OC)c(OC)c(OC)c2)no1	1510	1733
Cc1c(CCO)c(=O)oc2n[nH]c(-c3ccccc3)c12	1890	1591
Cc1ccc(NC(=O)Cn2c(=S)[nH]c3ccccc32)cc1	1967	1494
CCOC(=O)N1CCN(S(=O)(=O)c2ccc(C(=O)Nc3ccc4c(c3)C(=O)NC4=O)cc2)CC1	1862	1889
CCOc1ccc(-n2c(=O)[nH]cc(C(=O)Nc3ccc(OC)c(OC)c3)c2=O)cc1	1761	1525
O=C1c2cccc3c(N4CCCCC4)ccc(c23)C(=O)N1c1cccc(O)c1	1852	1432
CSc1ccc(/C=C/C(=O)OCC(=O)N(C)CCC#N)cc1	1982	1741
COCCn1c(C)cc(C(=O)CSc2cc(C)c3ccccc3n2)c1C	1967	1665
CC(C)c1c(C#N)c(N)nc(SCC(=O)c2cc3ccccc3oc2=O)c1C#N	1872	1619

An excerpt of these results, with bars between the fields:
mol | SRC1 TRFRET art | SRC3 TRFRET art
CSc1ccc(/C=C/C(=O)OCC(=O)N(C)CCC#N)cc1 | 1982 | 1741
COc1ccccc1NC(=O)N1CCCC1 | 1838 | 1484

Carrying on.
SMILES	SRC1 TRFRET art	SRC3 TRFRET art
COC(=O)c1c(NC(=O)/C=C/C(=O)O)sc(C)c1-c1ccc(C)c(C)c1	1497	1467
O=C(Cc1ccc(Br)cc1)Nc1cccc(-c2cn3c(n2)SCC3)c1	1713	1504
CC(C)Oc1ccc(C(=O)NC(=S)Nc2ccc(CN3CCOCC3)cc2)cc1	1622	1603
CS(=O)(=O)NN1C(=O)c2ccccc2NC1c1cccs1 (centres undefined)	1762	1531
Brc1c(CSc2nncc3ccccc23)nc2ccccn12	1860	1718
Cc1ccc(-c2noc(CCCC(=O)Nc3cccnc3)n2)cc1	1953	1560
COc1ccccc1CP(=O)(c1ccccc1)c1ccccc1	1746	1586
CCN(CC)C(=S)SCC(=O)c1c(C)[nH]c2ccccc12	1759	1683
O=C(NCCOc1ccccc1F)Nc1ccc(Br)cc1	1807	1529
CCCNCC1C(Oc2ccc(Cl)cc2)C(=O)N1c1ccccc1C (centres undefined)	1736	1532
CN1CCN(S(=O)(=O)c2cccc(C(=O)N3CCc4ccccc43)c2)CC1	1763	1402
CCc1ccccc1NC(=O)CCCSc1nc2ccccc2s1	1671	1413
COc1ccc(C(=O)Nc2ccc3nc4n(c(=O)c3c2)CCCC4)cc1[N+](=O)[O-]	1891	1409
O=C1C=C(Nc2ccc(Cl)cc2)C(=O)N1c1ccc(Cl)cc1	1737	1617
Cc1cc(C)c2c(c1)NC(c1cc3c(cc1Br)OCO3)C1CC=CC21 (centres undefined)	3042*	1516
CCC(=O)c1ccc(OC(C)C(=O)NC2(C#N)CCCCC2)cc1 (centres undefined)	1590	1401
CCC(CC)C(=O)Nc1cccc(C(=O)Nc2ccc(S(N)(=O)=O)cc2)c1	1805	1687
COc1cccc(C2CC(c3ccccc3)=NN2S(=O)(=O)c2ccc(C)cc2)c1OC (centres undefined)	1686	1493
O=C(Nc1cccc(S(=O)(=O)Nc2ccc(Cl)cc2)c1)c1cc2c(s1)CCCC2	1928	1770
COC(=O)c1nn(-c2ccc(OC)cc2)c(=O)cc1O	1942	1642
O=C(COC(=O)CCOc1ccccc1)NCCC1=CCCCC1	1788	1621
CCOC(=O)C1=C(C)Nc2nc(C)nn2C1c1cc(OC)ccc1OC (centres undefined)	1428	1541
Cn1c(CNc2nc(-c3ccccc3)cs2)nnc1SCC(=O)OC1CCCCC1	2193	1615
CN(C)/C=c1\sc2c(C#N)cc(C(=O)c3ccc(Br)cc3)n2c1=O	1749	1344
CCCCn1nnnc1NCc1cc(Cl)c(OC)c(OC)c1	1808	1585

Only part of the results is shown. The share of hits here may be higher or lower than overall.
